# TEAD-YAP inh: TEAD-YAP interaction inhibition; HEK-TIYL cells, TEAD-Gal4/YAP UAS-luciferase luminescence; inhibition, % at 9.12 µM; 1.4% of 640,000 active; AID 1259422; in the data active = inhibition above about 32%;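 note: 0% = median of test compound wells and 100% = reference inhibitor wells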
# FBW7 act: activators of human E3 ligase FBW7; AID 1259310; 0.13% of 650,000 active; AlphaScreen FBW7–phospho-cyclin E peptide binding, activator screen; normalized activity (activation), % at 26.1 µM; Q969H0; in the data active = normalized activity above about 1.9%;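 note: purified mutant Fbw7 with reduced substrate affinity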
# MITF inh: human MITF inhibition, primary screen. AlphaScreen MITF homodimerization, bead proximity signal. inhibition, % at 2.6 µM. 0.91% of 650,000 active; in the data active = inhibition above about 50%;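 note: 0% = vehicle wells with protein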
# Target sequence (O75030 whole entry, looked up): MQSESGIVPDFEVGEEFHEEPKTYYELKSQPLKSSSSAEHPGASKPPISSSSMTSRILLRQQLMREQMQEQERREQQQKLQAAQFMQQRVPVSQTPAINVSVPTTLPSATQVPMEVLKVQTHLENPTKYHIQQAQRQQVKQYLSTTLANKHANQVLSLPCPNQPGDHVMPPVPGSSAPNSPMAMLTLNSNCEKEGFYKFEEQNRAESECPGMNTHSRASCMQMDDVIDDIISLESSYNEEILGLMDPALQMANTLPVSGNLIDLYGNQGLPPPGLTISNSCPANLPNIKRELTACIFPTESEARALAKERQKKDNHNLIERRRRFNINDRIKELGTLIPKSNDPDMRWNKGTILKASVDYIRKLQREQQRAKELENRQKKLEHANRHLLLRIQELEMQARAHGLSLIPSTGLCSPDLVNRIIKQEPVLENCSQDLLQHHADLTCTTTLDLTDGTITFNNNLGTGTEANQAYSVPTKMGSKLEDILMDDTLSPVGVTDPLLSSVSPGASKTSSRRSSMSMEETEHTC
# GPR151 activ: activates the human receptor GPR151; Q8TDV0; PathHunter beta-arrestin GPR151 cells, luminescence; activation, % at 11.2 µM; 1% of 650,000 active; AID 1508602; in the data active = activation above about 4.9%;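 note: 0% = median of compound wells and 100% = cells with positive control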
# Target sequence (Q8TDV0 whole entry, looked up): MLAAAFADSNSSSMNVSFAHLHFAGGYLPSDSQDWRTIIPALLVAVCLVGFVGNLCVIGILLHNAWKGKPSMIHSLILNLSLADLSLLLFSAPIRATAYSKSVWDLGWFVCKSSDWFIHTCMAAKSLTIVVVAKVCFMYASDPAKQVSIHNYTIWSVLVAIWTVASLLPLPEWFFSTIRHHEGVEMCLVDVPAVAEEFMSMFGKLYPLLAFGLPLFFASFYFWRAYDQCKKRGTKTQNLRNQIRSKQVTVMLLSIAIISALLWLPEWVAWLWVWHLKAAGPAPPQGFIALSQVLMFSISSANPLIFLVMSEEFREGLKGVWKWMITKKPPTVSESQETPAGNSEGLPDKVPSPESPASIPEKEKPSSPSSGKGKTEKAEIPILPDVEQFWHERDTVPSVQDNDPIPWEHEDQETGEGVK
# * = called active by the depositor. Hits appear at their usual frequency; about 3.4% have a hit in one of these screens.
smiles,TEAD-YAP inh,FBW7 act,MITF inh,GPR151 activ
COc1cc(SC)ccc1C(=O)NC1CCCCCCC1,-68,0.1,-13,-0.1
CS(=O)(=O)NCCNc1ccc([N+](=O)[O-])cc1C(F)(F)F,9,-0.1,-2,2.4
O=C(NCc1ccc(Cl)cc1)C1CCCN1C(=O)Nc1ccc(F)cc1 (stereo not given),-11,-0.1,3,0.1
COc1ccc(-c2cc(C(=O)Nc3sc4c(c3C#N)CCC4)no2)cc1,2,0.1,-1,2.1
CC(c1ccco1)N(C)Cc1ccc(C(=O)NCc2ccc3c(c2)OCO3)c(=O)[nH]1 (stereo not given),6,0.2,12,0.3
COc1ccc(/C=N/NC(=O)COc2ccc(F)cc2)c(OC)c1OC,-9,0.0,-14,-0.3
CCOC(=O)c1ccc(N2C(=O)C(=O)/C(=C(/O)c3ccc(OC)cc3)C2c2ccccc2Cl)cc1 (stereo not given),-5,0.2,0,-0.3
O=C1c2ccccc2C(=O)N1CCSc1nnc(C2COc3ccccc3O2)n1-c1ccccc1 (stereo not given),7,0.2,5,2.0
CCn1c(CNC(=O)c2cccc(C)c2)nnc1SCC(=O)Nc1ncc(C)s1,8,-0.4,12,1.6
COC(=O)c1ccc([N+](=O)[O-])c(OC(=O)c2ccc(C)cc2)c1,-31,0.2,20,-1.5
Fc1ccc(CNCc2ccc3c(c2)OCO3)cc1,-8,-0.2,37,0.4
N#CC1=C2SCC(O)(c3ccccc3)N2C(=O)CC1c1ccccc1F (stereo not given),26,-0.2,1,-0.4
Cc1ccc(N2C(=O)c3n[nH]c(C)c3C2c2ccccc2F)cc1 (stereo not given),-19,0.9,12,-1.2
Cc1ccccc1CNC(=O)CC1C(=O)NCCN1Cc1ccccn1 (stereo not given),-7,-0.1,-2,0.5
CCC1(CC)NC(=O)N(CC(=O)OCC(=O)Nc2ccc(N3CCCCC3)cc2)C1=O,-4,0.1,7,0.3
Cc1ccc(N/C(N)=N/c2nc(C)cc(N3CCOCC3)n2)c(C)c1,9,1.2,20,-0.7
Cc1cccc(C)c1NC(=S)N(Cc1cccnc1)Cc1ccco1,-6,0.0,-3,2.1
COc1ccccc1CCNC(=O)NC1CC(=O)N(c2cccc(F)c2)C1 (stereo not given),-9,0.1,-1,0.4
CC1(C)CC2CC(C)(CN2CC(O)COCc2ccc(Cl)cc2)C1 (stereo not given),0,0.1,33,1.7
CN1CCNC(=O)C1CC(=O)N1CCCCCCC1 (stereo not given),0,-0.1,24,-0.5
CCOc1ccccc1C(=O)N(CN1CCCC1=O)c1cccc(C(F)(F)F)c1,-1,0.0,-5,0.7
COC(=O)C1=C(N)N(c2ccccc2F)C2=C(C(=O)CCC2)C1c1ccc2c(c1)OCO2 (stereo not given),-16,0.1,17,-0.2
C=CCn1c(=O)c2ccccc2n2c(SCC#N)nnc12,16,0.0,4,-1.0
Cc1ccc(NS(=O)(=O)c2ccc3[nH]c(=O)sc3c2)cc1,3,0.1,5,-0.2
Cc1ccc(C(C)C)c(Oc2cc(NC(=O)c3nn4c(c3Br)NC(c3cccs3)CC4C(F)(F)F)cc([N+](=O)[O-])c2)c1 (stereo not given),5,0.1,10,0.0
O=C(NCc1ccc(F)cc1)c1ccc(S(=O)(=O)N(Cc2ccco2)C2CC2)o1,1,0.4,-3,-0.4
COc1cc(OC)cc(C(=O)NCCCc2ccccc2)c1,-2,0.1,10,-0.6
O=C(Cn1nnc2c(cnn2-c2ccc(F)cc2)c1=O)Nc1ccc(F)cc1,15,0.3,18,-1.8
Cc1ccc(CN2C(=O)N/C(=C\c3ccc(N4CCCC4)c(F)c3)C2=O)cc1,-7,0.0,-4,-0.3
COc1ccc(Cl)cc1Nc1ncnc(N)c1[N+](=O)[O-],7,0.1,2,1.2

# Overlap with the part before: 2 compounds, followed by the next part.
smiles,TEAD-YAP inh,FBW7 act,MITF inh,GPR151 activ
Cc1ccc(CN2C(=O)N/C(=C\c3ccc(N4CCCC4)c(F)c3)C2=O)cc1,-7,0.0,-4,-0.3
COc1ccc(Cl)cc1Nc1ncnc(N)c1[N+](=O)[O-],7,0.1,2,1.2
Cc1ccc(Nc2nc(C3(C)CC4(CC(COCC(C)C)OC4=O)C(=O)O3)cs2)cc1 (stereo not given),-3,0.2,13,0.5
CCCCNS(=O)(=O)c1ccc2[nH]c(=O)ccc2c1,-1,0.2,2,-0.3
COC(=O)c1sccc1S(=O)(=O)N1CCN(c2ccc(Cl)c(Cl)c2)CC1,-10,0.0,-2,1.1
Cc1cc(SCc2ccccc2)nc(=O)[nH]1,3,0.1,8,-1.0
COc1cccc2cc(C(=O)Nc3cccc(NC(=O)c4ccccn4)c3)c(=O)oc12,-5,0.0,2,1.3
CCc1ccc(C2CC(=O)NC3=C2C(=O)CC(c2ccc(OC)c(OC)c2)C3)cc1 (stereo not given),-1,0.4,2,0.6
CN1C(=O)CC(CC(=O)N2CCC(C(O)c3cccs3)CC2)(c2ccccc2F)C1=O (stereo not given),15,0.0,9,1.0
CC1CCC(NS(=O)(=O)c2ccc(CN3C(=O)c4cccnc4C3=O)cc2)CC1 (stereo not given),4,-0.2,-3,2.9
Cc1nnc(SCC(=O)Nc2ccc([N+](=O)[O-])cc2)s1,13,1.6,23,-1.0
COc1ccc(OC)c(NC(=O)CCCC(=O)Nc2cc(OC)ccc2OC)c1,8,0.0,8,0.5
Cn1c(=O)c2c(nc(SCC(O)CO)n2Cc2ccccc2)n(C)c1=O (stereo not given),1,0.1,14,0.1
Cc1ccc(C)c(N2CCN(S(=O)(=O)CC34CCC(CC3=O)C4(C)C)CC2)c1 (stereo not given),13,0.1,11,1.0
CC(C)(C)c1ccccc1OCC(=O)Nc1ccc2c(c1)OCCO2,4,0.0,-4,0.0
COc1ccc(-c2ccc(=O)n(CC(=O)Nc3cccc(C)c3C)n2)cc1,-2,-0.2,4,-0.1
O=C(COc1ccc2c(c1)C(=O)CC2)NCc1cccs1,-11,-0.2,-4,-1.4
O=C(CC1C(=O)NCCN1Cc1ccccc1C(F)(F)F)NCCc1cccc(F)c1 (stereo not given),8,0.1,0,2.3
Cc1nn(C)cc1CN(C)C(=O)c1cc(COc2ccc(F)cc2F)on1,-9,-0.3,-14,-0.3
Cc1c(-n2c(SC/C=C\Cl)nc3ccccc3c2=O)c(=O)n(-c2ccccc2)n1C,-3,-0.1,-4,-1.3
O=C(NNC(=O)Nc1csc2c1CCCC2)Nc1csc2c1CCCC2,1,-0.5,2,-0.5
O=C1Nc2ccccc2C(=O)N2CCCCC12 (stereo not given),7,0.3,-3,1.2
CCOc1ccccc1N1C(=O)C2C3C=CC(C4CC34)C2C1=O (stereo not given),-7,-0.1,-5,0.4
N#CC1(NC(=O)c2cc3ccccc3oc2=O)CCCCC1,-11,0.1,8,1.4
COc1ccc(/C=C(\C#N)C(=O)OCC(=O)N(C)CC(=O)Nc2ccc(F)cc2)cc1,0,0.5,-6,0.2
COc1ccc(C2NC(=O)NC(C)=C2C(=O)OCCc2ccccc2)cc1 (stereo not given),1,-0.1,5,-0.7
COc1cc(CNCCCN2CCOCC2)cc(Br)c1OCc1ccccc1,-3,0.0,-1,1.5
Cc1ccc(C(=O)N2CCN(C(=O)CN3CCOCC3)C2)cc1,14,0.0,-2,-0.9
Cc1ccc(N(C(=O)Cc2ccccc2)C2C=CS(=O)(=O)C2)cc1 (stereo not given),4,-0.1,1,0.0
CC(C)(C)c1cc(C(C)(C)C)c(NC(=S)NC(=O)c2ccccc2)c(C(C)(C)C)c1,-5,0.0,-2,-2.3
COc1cccc(C2=N/C(=C\c3ccccc3OC)C(=O)N2c2ccc(C)c(F)c2)c1,-2,0.0,-5,0.5
COc1cccc(CN2CCN(C/C=C/c3ccccc3)CC2)c1,3,-0.1,47,-0.5

# (next part)
mol	TEAD-YAP inh	FBW7 act	MITF inh	GPR151 activ
COc1ccc(OC)c(C2/C(=C(\O)c3ccc(C)cc3)C(=O)C(=O)N2CCC(=O)O)c1 (stereo not given)	-3	0.0	7	-1.0
CCOC(=O)/C(C#N)=C\c1cn(C)c2ccccc12	-11	0.1	-18	-0.1
CCC(C)NS(=O)(=O)c1cc(Cl)ccc1Cl (stereo not given)	6	-0.1	-12	0.6
O=C(O)c1ccccc1Nc1c([N+](=O)[O-])ccc2nonc12	-3	0.0	8	-0.3
O=S(=O)(N1CCCCCC1)N1CCN(c2ccccn2)CC1	-12	0.1	-14	1.5
Cc1nnc(NC(=O)CSc2nnc3c(C)cc4cc(C)c(C)cc4n23)s1	0	0.1	6	0.8
Cc1nc2c(C(=O)NCCC3=CCCCC3)cnn2c(C)c1Cc1ccccc1Cl	-12	0.1	-1	-0.4
O=S(=O)(c1ccc(-c2cn3ccccc3n2)cc1)N1CCCCCC1	-16	0.1	-7	-5.1
CC1=C(C(=O)OCc2ccccc2)C(c2ccsc2)C2=C(CC(C)(C)CC2=O)N1 (stereo not given)	1	0.1	-13	0.0
COc1cc(CN2CCc3nc(C)[nH]c(=O)c3C2)ccc1O	-5	-0.3	-5	-0.8
COC(=O)C(C)Sc1nnc(CSc2ncccn2)n1-c1ccccc1 (stereo not given)	2	-0.2	15	0.2
O=C(c1cccc(Cl)c1)N1CCCC(c2nnc(-c3ccc4c(c3)OCO4)o2)C1 (stereo not given)	12	0.1	11	-1.5
Cc1cc(NC(=O)CS(=O)(=O)c2ccc(F)cc2)no1	9	-0.2	-6	-0.1
Oc1c(C2=NCCNC(C(F)(F)F)=C2)ccc2ccccc12	-59	-0.2	11	-1.3
COc1cc(OC)c(NC(=O)Cc2noc3ccc(C)cc23)cc1Cl	-1	-0.1	4	-1.7

# Only MITF inh, TEAD-YAP inh and FBW7 act, for four of the compounds above:
SMILES,MITF inh,TEAD-YAP inh,FBW7 act
COc1cc(SC)ccc1C(=O)NC1CCCCCCC1,-13,-68,0.1
Cc1ccc(C(C)C)c(Oc2cc(NC(=O)c3nn4c(c3Br)NC(c3cccs3)CC4C(F)(F)F)cc([N+](=O)[O-])c2)c1 (stereo not given),10,5,0.1
COc1cc(OC)c(NC(=O)Cc2noc3ccc(C)cc23)cc1Cl,4,-1,-0.1
CCCCNS(=O)(=O)c1ccc2[nH]c(=O)ccc2c1,2,-1,0.2

# Further records
mol	TEAD-YAP inh	FBW7 act	MITF inh	GPR151 activ
COc1ccc(Cl)cc1C1=N/C(=C\c2ccccc2Cl)C(=O)O1	-2	0.2	21	0.0
Cc1c(-c2ccccc2)c(=O)oc2cc(OCC(N)=O)ccc12	-6	-0.1	-8	-0.2
CCN(CC)c1ccc2c(Cl)cc(=O)oc2c1	15	0.5	-15	-0.3
c1ccc(CN2CCC(Nc3nc(-c4cccs4)nc4nc[nH]c34)CC2)cc1	7	-0.2	9	4.0
COc1ccc2nc(N3CCCCC3)c(/C=C3\N=C(c4ccccc4)OC3=O)cc2c1	0	0.3	6	-1.4
CCCCc1c(O)nc(SCC(=O)N2CCOCC2)n(-c2ccc(C)cc2)c1=O	-1	0.2	-10	-0.5
NS(=O)(=O)c1cccc(N=C2C(=O)Nc3ccc([N+](=O)[O-])cc32)c1	-3	0.5	12	-0.2
CCCCC(NC(=O)Cc1ccccc1)C(=O)O (stereo not given)	-8	0.0	4	-0.9
CCN1C(=O)/C(=C\c2ccc(OC)c([N+](=O)[O-])c2)SC1=S	6	0.1	27	-1.2
COc1ccc(/C=C(\C#N)S(=O)(=O)c2ccccc2)c(OC)c1C	10	0.5	14	-0.4
COc1cc(CCC(=O)N2CCCCC2c2nc3ccccc3[nH]2)on1 (stereo not given)	3	0.8	18	-0.7
CCOCc1cnc(C)nc1N	-3	-0.1	-8	0.2
COc1ccc(COC(=O)C2=C(C)NC3=C(C(=O)CCC3)C2c2ccc(C(F)(F)F)cc2)cc1 (stereo not given)	-2	0.1	17	-0.6
CCOc1ccc(N2CC(NC(=O)N3CCC(C(N)=O)CC3)CC2=O)cc1 (stereo not given)	5	0.1	0	0.9
Cc1ccc(C(=O)N/N=C/c2cc(Br)ccc2O)cn1	50*	-0.6	84*	0.4

# 3 of these compounds in a different format.
# Below each SMILES: TEAD-YAP inh	FBW7 act	MITF inh	GPR151 activ
CCN(CC)c1ccc2c(Cl)cc(=O)oc2c1
    15	0.5	-15	-0.3
c1ccc(CN2CCC(Nc3nc(-c4cccs4)nc4nc[nH]c34)CC2)cc1
    7	-0.2	9	4.0
COc1ccc2nc(N3CCCCC3)c(/C=C3\N=C(c4ccccc4)OC3=O)cc2c1
    0	0.3	6	-1.4

# Further structures
mol	TEAD-YAP inh	FBW7 act	MITF inh	GPR151 activ
Cc1cc(C)c(OCC(O)CN2CCC(CN3C(=O)c4cccc5cccc(c45)C3=O)CC2)c(C)c1 (stereo not given)	-2	-0.1	-14	-0.6
Cc1c(Br)c([N+](=O)[O-])nn1CC(=O)NCC(C)C	2	0.1	-11	0.2
CC(=O)c1cccc(NC(=O)N2CCC(c3ccc(C)cc3)C2)c1 (stereo not given)	-7	-0.1	-1	0.9
O=C(COC(=O)c1ccc(Br)o1)NC12CC3CC(CC(C3)C1)C2	-13	0.1	-10	1.3
Nc1ccc(-c2cn3cccnc3n2)cc1	-31	-0.1	9	-0.9
O=C(/C=C/c1ccc(F)cc1)c1ccccc1O	-5	-0.1	-5	-0.9
COc1ccc(NC(=O)CN2CC3CCC(C)(C2)C3(C)C)cc1 (stereo not given)	12	-0.1	9	-0.9
